Bioassay records (PubChem BioAssay)
EPAC1 ag = EPAC1 (human) agonism | EPAC1 agonist qHTS, biochemical assay; response scale: 100% = response to 6.5 mM cAMP | 360,000 compounds, 0.073% hits | O95398 | Potency, µM (series often up to 154 µM), for inactives: at the highest dose activation, most hits filed as activators; also: potency is read from the fitted curve at half-maximal effect; nearly all actives have a fitted effect of over 60% in size
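Normalized to 6.5 mM cAMP, activity reflects EPAC1-catalysed release of BODIPY-GDP from Rap1B, followed kinetically over 30 min at 480 nm excitation, 540 nm emission. Reaction contained 100 nM EPAC1, 250 nM Rap1B-BODIPY-GDP, 50 uM GDP.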
GLP-1R agonist = agonists of human GLP-1 receptor; 380,000 compounds, 0.007% hits; Potency, µM (top dose mostly 45.6 µM), inactives show top-dose activation, most hits filed as activators; HEK293 GLP-1R CRE-luciferase, luminescence, 4-6 h; cells express a hypersensitive GLP-1R form; AID 624172; also: potency is read from the fitted curve at half-maximal effect; % of control where 0% means no effect
Target sequence (P43220 whole entry, looked up): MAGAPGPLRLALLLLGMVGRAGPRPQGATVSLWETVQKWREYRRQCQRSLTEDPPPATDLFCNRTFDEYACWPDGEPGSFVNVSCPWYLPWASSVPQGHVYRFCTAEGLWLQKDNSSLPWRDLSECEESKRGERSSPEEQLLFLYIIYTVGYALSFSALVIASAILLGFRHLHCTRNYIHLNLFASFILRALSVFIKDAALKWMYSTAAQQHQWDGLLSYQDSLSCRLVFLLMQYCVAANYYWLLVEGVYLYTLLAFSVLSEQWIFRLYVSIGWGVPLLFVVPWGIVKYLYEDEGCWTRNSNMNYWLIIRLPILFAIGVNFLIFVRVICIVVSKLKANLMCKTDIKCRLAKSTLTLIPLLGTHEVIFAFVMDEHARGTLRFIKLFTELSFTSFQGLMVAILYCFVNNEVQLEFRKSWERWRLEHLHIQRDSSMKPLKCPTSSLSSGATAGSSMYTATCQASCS
PI5P4K alpha inh = inhibitors of human PI5P4K alpha; 330,000 compounds, 1.2% hits; max response, %; AID 652105; P48426; PI5P4Kalpha enzyme, ADP-Glo luminescence, 60 min; hits give low values; active = max response of -50% or lower; inconclusive = between -30% and -50%; inactive = -30% or higher; also: value at the top dose of about 77 µM; % is scaled to controls: 0 for no effect and ±100 for the full control effect
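Luminescence from ADP-Glo served as readout of PI5P4Kalpha activity in a qHTS format. Reaction: enzyme, substrate, compound, ATP at 5 microM final, 60 min at RT.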
EPAC1 antagonist = blocks human EPAC1 exchange factor; O95398; 360,000 compounds, 0.14% hits; AID 720709; EPAC1 GEF assay, Rap1b-BODIPY-GDP exchange fluorescence; Potency, µM (titrated, usually from 115 µM), without a hit: top-dose activity change, negative = inhibition, usual class: inhibitors;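 also: potency is read from the fitted curve at half-maximal effect; plate controls were vehicle for no effect and positive control for full effect; nearly all actives have a fitted effect of over 50% in size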
GLP1R inv ag = acts as inverse agonist at human GLP-1 receptor. P43220. HEK293 GLP-1R CRE-luciferase, luminescence, 24 h; GLP-1R form is constitutively active. Potency, µM (highest dose often 38.3 µM), without a hit: top-dose activity change, negative = inhibition, most hits filed as inhibitors. 410,000 compounds, 1.6% hits. AID 624417; also: potency is read from the fitted curve at half-maximal effect; % is scaled to controls: 0 for no effect and ±100 for the full control effect; nearly all actives have a fitted effect of over 55% in size
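Assay principle: reduced luminescence from a cAMP-responsive reporter in HEK293 cells co-expressing a constitutively active GLP-1R. Conditions: 24 hr compound incubation, 37 deg C, 5% CO2.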
GLP1R cytotox = cytotoxicity in counter-screen for GLP-1R inverse agonists. AID 624418. HEK293 cAMP-luciferase reporter cells, luminescence, 24 h. 410,000 compounds, 0.13% hits. Potency, µM (doses to about 38.3 µM), without a hit: at the highest dose activity change, negative = inhibition, most hits filed as inhibitors;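 also: loss of luciferase light is scored as toxicity; potency is read from the fitted curve at half-maximal effect; % is scaled to controls: 0 for no effect and ±100 for the full control effect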
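MLSMR compounds, 24 hr on cells at 37 deg C/5% CO2; luminescence after luciferase reagent (12 min RT). Inhibition counted as the undesired cytotoxic outcome.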
PTHR1 agonist = agonists of human PTHR1 parathyroid hormone receptor; AID 743266; 410,000 compounds, 0.075% hits; Q03431; HEK293 GP2 PTHR1 cells, GloSensor cAMP luminescence, 1 h; Potency, µM (top dose mostly 115 µM), inactives show top-dose activation, usual class: activators; also: potency is read from the fitted curve at half-maximal effect; nearly all actives have a fitted effect of over 55% in size; some results filed as inactive show a strong effect at the top dose; inactives centre near -15; many of its hits are not listed in these tables
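HEK-293-derived GP2 cells expressing PTHR1 and a GloSensor cAMP reporter, 3,000/well, plated overnight, given luciferin plus IBMX (each 0.5 mM as added) for 1 h at 37 °C, then compound for 1 h at 37 °C. Luminescence was read after 15 min at room temperature.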
PLK1 PBD block = PLK1 (human) polo-box domain binding inhibition; P53350; Potency, µM, inactives show max response, negative = inhibition, most hits filed as inhibitors; Plk1 PBD binding of FITC phosphopeptide, fluorescence polarization; 360,000 compounds, 2.8% hits; also: potency is read from the fitted curve at half-maximal effect; series mostly up to about 57 µM; % is scaled to controls: 0 for no effect and ±100 for the full control effect; nearly all actives have a fitted effect of over 65% in size
Target sequence (P53350 whole entry, looked up, the tested form may be a part): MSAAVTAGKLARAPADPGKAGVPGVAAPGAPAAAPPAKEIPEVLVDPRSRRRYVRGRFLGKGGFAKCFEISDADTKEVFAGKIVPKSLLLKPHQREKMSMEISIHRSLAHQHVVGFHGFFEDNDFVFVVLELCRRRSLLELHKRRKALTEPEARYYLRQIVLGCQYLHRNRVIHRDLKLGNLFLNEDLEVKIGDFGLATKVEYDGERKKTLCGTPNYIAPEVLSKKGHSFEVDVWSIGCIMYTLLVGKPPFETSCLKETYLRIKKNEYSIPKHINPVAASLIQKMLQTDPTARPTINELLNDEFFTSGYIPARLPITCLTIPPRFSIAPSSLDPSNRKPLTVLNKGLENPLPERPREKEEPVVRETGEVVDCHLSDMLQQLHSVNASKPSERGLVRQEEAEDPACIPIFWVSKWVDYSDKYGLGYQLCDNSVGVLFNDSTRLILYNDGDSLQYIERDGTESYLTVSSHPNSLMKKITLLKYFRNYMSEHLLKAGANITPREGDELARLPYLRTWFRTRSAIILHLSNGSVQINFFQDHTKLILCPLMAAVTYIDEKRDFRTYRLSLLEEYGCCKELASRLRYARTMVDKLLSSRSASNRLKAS
IL-2 act = IL-2 activation; IL-2 activation reporter assay, cell-based qHTS; stimulated with anti-CD3/CD4/CD28 beads; in transgenic mouse T cells; activation, % (series mostly up to about 46 µM); 360,000 compounds, 0.065% hits; AID 652025; in the data active = activation above about 50%; inconclusive = mostly about 30% to 49%; also: 0% is about no effect
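Screening format: compound pinned onto unstimulated transgenic mouse T cells, 60 min incubation, then anti-CD3/anti-CD4/anti-CD28 bead stimulation for 18 hours at 37 degrees C, followed by EGFP and DsRed detection.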
An asterisk follows results filed as active; i = inactive; ? = inconclusive; · = not tested or not shown; [ ] = remark or other dose. Unless noted, calls follow the shape of the dose curve; as a rule, active = well fitted curve in the direction sought with a large enough effect; inconclusive = small, poorly fitted or top-dose-only effect, or another doubt; inactive = no such curve, though single readings can be large; an effect the other way counts as inactive or inconclusive. These rows are one share of the data. The share of hits here may be higher or lower than overall.

| Structure | EPAC1 ag | GLP-1R agonist | PI5P4K alpha inh | EPAC1 antagonist | GLP1R inv ag | GLP1R cytotox | PTHR1 agonist | PLK1 PBD block | IL-2 act |
| --- | --- | --- | --- | --- | --- | --- | --- | --- | --- |
| COCCCNC(NC(=O)c1ccc(C)cc1)C(Cl)(Cl)Cl (configuration not stated) | -4.1% | -5.9% | -6.6 | 5.1% | 0.0% | -14.1% | i | -0.5% | -2.4 |
| O=C1c2ccccc2C(=O)N1CCN1CCCCC1 | -1.7% | -12.7% | 2.8 | -13.5% | 0.0% | -2.1% | i | -9.0% | -4.0 |
| COC(=O)c1cn(CC(=O)Nc2ccc(F)cc2)c2ccccc12 | -0.6% | -1.9% | -9.4 | -13.9% | -12.8% | -12.5% | -22.6% | -1.2% | -0.5 |
| COc1ccc(S(=O)(=O)NCCN2CCNC2=O)cc1OC | -4.5% | 2.8% | 8.9 | -4.3% | 4.1% | 1.9% | -17.1% | -3.4% | 0.9 |
| CCCCN1C(=O)C(O)=C(C(C)=O)C1c1ccccc1[N+](=O)[O-] (configuration not stated) | 9.7% | -5.3% | -0.8 | -1.3% | 13.0% | -2.6% | -3.4% | -21.1% | -0.1 |
| Nc1c(Nc2ccccc2)c2ccccc2oc1=O | 9.2% | 8.2% | 1.0 | -9.2% | 5.0% | 2.1% | -26.3%[57.5 µM] | 1.9% | -2.5 |
| O=C(NCc1ccccc1CN1CCCC1)c1cc2cc(Cl)ccc2o1 | -14.1% | 7.8% | -1.6 | 15.6% | ? | -3.1% | i | 2.4% | 0.8 |
| COc1ccc2c(CC(=O)OCC(=O)Nc3cccc(C)c3)coc2c1 | 2.3% | -5.2% | -56.3* | ? | 15.9% | 1.4% | -19.2% | -3.7% | 0.5 |
| Cc1ccc(OCC(=O)Nc2ccccc2Sc2ccccc2)c([N+](=O)[O-])n1 | 10.8% | 12.1% | 12.0 | ? | 17.4% | 82.0%[activator] | -17.4% | -2.3% | 1.4 |
| COC(=O)c1cc(OC)c(OC)cc1NC(=O)CN1CCOCC1 | -1.1% | 19.0% | · | 18.8% | 0.0% | 8.3% | -5.7%[57.5 µM] | -3.2% | -3.4 |
| CCC(=O)c1cn(CC(=O)Nc2ccccc2Cl)c2ccccc12 | -2.9% | -2.5% | 8.8 | -14.7% | -31.8% | -16.9% | i | -1.0% | -4.9 |
| O=C(CCNC(=O)N1CC(=O)Nc2ccccc21)Nc1ccc(Br)cc1F | -6.8% | -1.0% | -1.7 | 14.3% | -16.6% | 0.6% | i | 9.4% | -1.0 |
| O=C(C1CC1)N1CCc2cc(Br)cc(S(=O)(=O)NC3CCCCC3)c21 | 9.0% | 9.4% | 0.0 | 0.5% | ? | -27.4% | -30.6%[inhibitor] | -8.1% | 0.2 |
| CS(=O)(=O)N(CC(=O)N1CCc2ccccc2C1)c1ccc2c(c1)OCO2 | 13.3% | -18.9% | 1.3 | -31.3% | 3.4% | 20.9% | -4.2% | -9.6% | 2.0 |
| O=c1c2[nH]c3ccc(F)cc3c2ncn1CCCN1CCOCC1 | 6.7% | 1.2% | 8.1 | 0.9% | -0.7% | 5.9% | -44.2%[inhibitor][57.5 µM] | -13.3% | -0.2 |
| Cc1ccc2cccc(S(=O)(=O)N3CCN(c4ccccc4F)CC3)c2n1 | 17.1% | -0.4% | · | -2.9% | ? | 4.1% | i | -7.0% | -4.1 |
| Cc1nnc(NC(=O)c2ccc3ccccc3c2)o1 | 1.4% | 2.4% | 0.6 | -7.5% | 11.2µM* | -17.5% | -24.2%[57.5 µM] | -2.7% | -0.2 |
| CC12CC3CC(C)(C1)CC(C(=O)N1CCN(C(=O)C4CCCO4)CC1)(C3)C2 (configuration not stated) | -1.8% | 0.8% | 2.8 | -7.4% | -17.9% | -1.5% | -44.6%[inhibitor] | -1.0% | -3.5 |
| Cc1cc(C)cc(-n2ccnc2SCC(=O)Nc2ccc(C)cc2C)c1 | · | -1.8% | · | · | ? | -5.7% | i | · | · |
| CC/C(=N\NC(N)=O)c1ccc(OC(F)F)cc1 | 8.1% | 7.6% | -3.2 | -27.3% | 14.2% | -1.2% | i | -16.2% | -0.6 |
| O=C1NC[C@@H](CCCCN2CCN(CCc3ccccc3)C(=O)C2=O)N(CCc2ccc(O)cc2)C1=O | -5.7% | -0.8% | -13.8 | -12.3% | 5.9% | -5.2% | 22.4% | -0.8% | 1.0 |
| CCCCCN(C(=O)CCC(=O)OCC(=O)c1ccc(F)c(F)c1)c1c(N)n(CCCC)c(=O)[nH]c1=O | -2.2% | -6.8% | 2.3 | 7.5% | 16.2% | 5.6% | i | -6.1% | -3.6 |
| CN(C)c1ccc(N=Nc2ccc3ncccc3c2)cc1 | -11.7% | 7.7% | 4.0 | -15.6% | 34.5% | -7.7% | -16.8% | 3.1% | -0.6 |
| CCN(CC)c1ccc(-c2nn3c(-c4n[nH]c5c4CCC5)nnc3s2)cc1 | 6.5% | 6.7% | ? | -20.7% | ? | -5.1% | i | -19.7% | -0.1 |

2 compounds from above, showing only EPAC1 antagonist:
Compound,EPAC1 antagonist
Cc1nnc(NC(=O)c2ccc3ccccc3c2)o1,-7.5%
CC12CC3CC(C)(C1)CC(C(=O)N1CCN(C(=O)C4CCCO4)CC1)(C3)C2 (configuration not stated),-7.4%

Following part
| Structure | EPAC1 ag | GLP-1R agonist | PI5P4K alpha inh | EPAC1 antagonist | GLP1R inv ag | GLP1R cytotox | PTHR1 agonist | PLK1 PBD block | IL-2 act |
| --- | --- | --- | --- | --- | --- | --- | --- | --- | --- |
| CCOCCCNC(=S)Nc1ccc2nc(N3CCN(CC)CC3)cc(C)c2c1 | -12.4% | -1.7% | -0.2 | -4.3% | ? | -19.0% | -4.7% | -5.8% | -2.6 |
| Cc1cccc(Nc2nc(N3CCCCC3)nc(N3CCCCC3)n2)c1 | 16.8% | 3.3% | · | 0.1% | ? | -0.2% | i | -5.2% | 0.0 |
| COc1ccc(S(=O)(=O)n2nc(C)c(S(=O)(=O)N3CCC(C)CC3)c2C)cc1OC | · | -0.5% | · | · | 1.6% | -0.4% | -4.7% | · | · |
| CCNc1ccc(C(=O)OCC)cc1NC(=O)c1cc(S(=O)(=O)N2CCOCC2)ccc1C | 9.4% | 6.3% | · | -7.5% | -12.5% | 4.1% | -57.3%[inhibitor] | 1.1% | -1.6 |
| COC(=O)c1ccc2nc(-c3cccc(Br)c3)c(Cc3ccccc3C(F)(F)F)n2c1 | -4.1% | 4.1% | 4.2 | 0.2% | 11.6% | -3.5% | i | -1.0% | 1.3 |
| CC(C)(C)c1csc(NC(=O)c2ccccc2O)n1 | 2.9% | -14.1% | -3.5 | -9.2% | ? | ? | -36.9%[inhibitor] | -24.1% | 0.8 |
| Cn1c(CN2CCCC2)nc2cc(NC(=O)c3cccs3)ccc21 | -5.6% | 2.6% | -3.9 | 3.0% | -9.3% | 2.9% | -4.9% | -8.7% | -0.5 |
| CNc1cc(N2CCN(S(=O)(=O)N(C)C)CC2)ccc1[N+](=O)[O-] | -7.8% | 21.4% | -10.5 | 18.9% | 4.4% | -8.5% | i | 1.3% | -4.8 |
| CCN(CCCCN1C(=O)c2ccccc2C1=O)c1ccc2c(c1)C(=O)N(C)C2=O | 4.5% | 9.6% | · | -11.6% | 0.0% | 73.0%[activator] | -17.0%[57.5 µM] | -16.4% | -1.3 |
| CC(O)c1nc2ccccc2n1Cc1nnc(-c2ccc(Cl)cc2)o1 (configuration not stated) | 0.0% | -3.1% | -0.2 | -3.5% | 9.5% | -9.5% | i | 1.3% | -2.0 |
| COC(=O)c1ccsc1NC(=O)C1COc2ccccc2O1 (configuration not stated) | -7.4% | 18.4% | 1.5 | -12.7% | ? | 2.5% | -42.8%[inhibitor] | 2.5% | -0.1 |
| Cc1cc(-n2ccc(=O)[nH]c2=O)nc(-c2ccccc2)n1 | -2.5% | 4.0% | 2.7 | 5.2% | 60.9%[activator] | 3.4% | i | -1.5% | 1.1 |
| CCOc1cccc(/C=C(/C#N)c2nc3ccccc3[nH]2)c1OCC(=O)O | -6.7% | -3.8% | -1.2 | -11.7% | 21.3% | 0.6% | -13.8% | -2.9% | -0.7 |
| CC(C)C(c1nnnn1Cc1cccs1)N1CCN(C2CCCC2)CC1 (configuration not stated) | -10.7% | -0.2% | 3.5 | 12.6% | 19.4% | -6.6% | -0.6%[57.5 µM] | -3.2% | 0.8 |
| O=C(COC(=O)C1=Cc2ccccc2OC1)NCc1ccco1 | -1.4% | 1.3% | 1.7 | -12.4% | -7.4% | -21.2% | -8.1% | -9.9% | 2.2 |
| C#CCN1Cc2ccccc2Oc2cc(Br)ccc2S1(=O)=O | -17.8% | 20.7% | -10.8 | -1.3% | ? | 0.6% | -63.4%[inhibitor] | -24.7% | 0.3 |
| O=C(CNC(=O)C12CC3CC(CC(C3)C1)C2)N1CCN(S(=O)(=O)/C=C/c2ccccc2)CC1 | 4.5% | 7.5% | -0.6 | -19.9% | ? | -19.3% | -22.2% | -26.0% | 0.5 |
| Cc1c(Cl)c([N+](=O)[O-])nn1CCCC(=O)Nc1cc(Oc2ccccc2)cc([N+](=O)[O-])c1 | -1.5% | 9.3% | -7.3 | 5.1% | -17.8% | 5.8% | i | -0.9% | 0.8 |
| Cn1c(N)c(C(=O)COC(=O)c2ccc(Cl)c(S(=O)(=O)N3CCCC3)c2)c(=O)n(C)c1=O | -5.7% | 18.7% | 2.8 | -0.8% | 53.5%[activator] | -2.6% | i | 0.6% | 0.4 |
| CCOC(=O)C1=C(C)NC2=C(C(=O)CCC2)C1c1ccc(O)c(OCC)c1 (configuration not stated) | -1.7% | 8.2% | -2.4 | 13.2% | 18.8% | ? | i | 0.4% | -0.3 |
| Cc1noc(C)c1COc1ccccc1C(=O)NNC(=O)C(C)Oc1ccccc1F (configuration not stated) | -63.0% | -1.2% | -3.4 | 6.8% | 17.7% | 0.6% | i | -9.8% | 0.4 |
